WT yeast gro inh – growth inhibition of WT strain, primary screen, mitochondrial fusion inhibitor project, WT and mutant strains, chemical genetic | inhibition, % at 10 µM | actives 2.1% (n = 190,000) | AID 1362, 2008 | mitochondrial fusion phenotypic screen; in the data active means inhibition above about 58%; tested in S. cerevisiae
Myeloid diff MLP – induction of myeloid progenitor differentiation, primary screen, cell-based, flow cytometry, MLPCN library. calls only at 10 µM. AID 624256, 2012. ER-HoxA9 myeloid progenitors, lysozyme-GFP differentiation. actives 1% (n = 360,000);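 active means normalized GFP-positive differentiation at or above the plate's own cutoff, the solvent-only control mean plus 3 SD; inconclusive means no clear call, values can overlap the other calls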;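 further: cells exposed to compound for four days before flow analysis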
RSV CPE inhibition – RSV antiviral activity via CPE protection, HEp-2 cells, primary 10 µM value included (AID 2391); HEp-2 cells, RSV-induced CPE inhibition; higher % means a stronger effect; CPE inhibition, % at 10 µM, or IC50 in µM where a hit was titrated; actives 0.13% (n = 310,000); in the data active means a potency from the dose series; inconclusive means CPE inhibition mostly from about 23% at the one dose, without a potency; inactive means the rest, 99 in 100 with CPE inhibition below about 21%; further: strong numbers were not always called active
Salmonella PhoP GFP – inhibitors of PhoP regulon expression, primary screen, Salmonella Typhimurium, GFP reporter (AID 1863); S. Typhimurium PhoP-regulated promoter GFP reporter, 4 h; higher % means a stronger effect; inhibition, % at 50 µM; hits with a dose series show IC50 in µM; actives 0.16% (n = 300,000);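 active means inhibition over 29.93%, a cutoff 3 SD above the screen mean, later confirmed by dose response; inconclusive means inhibition over 29.93% but no dose response follow-up; inactive means inhibition at most 29.93% or unconfirmed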;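 further: 0% = low Mg2+ inducing control and 100% = high Mg2+ repressing control; strong numbers were not always called active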
Rac1 GTP hydrolysis – MgcRacGAP GTPase-activating activity inhibitors, confirmation, biochemical, ADP Hunter fluorescence; Rac GTPase-activating protein 1 (Homo sapiens); one-dose inhibition, % at 30 µM; IC50 in µM for titrated hits; MgcRacGAP-stimulated Rac1 GTP hydrolysis, ADP Hunter fluorescence; higher % means a stronger effect; GST-tagged Rac1 F28L mutant substrate; actives 0.6% (n = 340,000);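 active means first-screen hits whose inhibition reached a set limit at any dose in the follow-up dose series; inconclusive means inhibition above the set first-screen limit but never retested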;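 further: fluorescence reports GDP produced by GAP-driven GTP hydrolysis; strong numbers were not always called active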
T cell HTS – modulators of CD8 T cell-vesicle binding, primary screen, mouse 2C CD8+ T cells, flow cytometry. actives 0.068% (n = 330,000). calls only at 7 µM. 2C CD8+ T cell-vesicle binding; hits give low values;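 active means response, share of CD8 T cells binding vesicles, and their 90th percentile fluorescence all below set limits, cut at about 80% in these data, passing the limit was not always enough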
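Assay system: 2C TCR transgenic mouse naive CD8+ T cells, MACS-purified | Read-out: CD8+ gate FL2 mean fluorescence as % of same-row positive control | Signal: High-throughput flow cytometry with anti-B7-1 and anti-CD8 staining | Timing: Binding step 1.5 h, 37 °C, antibody labelling 20 min, ice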
West Nile virus CPE – West Nile virus antiviral activity, cell-based, CPE readout (AID 1621); CPE inhibition, % at 10 µM, or IC50 in µM where a hit was titrated; actives 0.02% (n = 290,000); West Nile virus-infected cells, CPE inhibition; higher % means a stronger effect; in the data active means a potency from the dose series; inconclusive means CPE inhibition mostly from about 3.7% at the one dose, without a potency; inactive means the rest, 99 in 100 with CPE inhibition below about 2.2%; further: strong numbers were not always called active
b-catenin transl – modulators of beta-catenin nuclear translocation, primary screen, imaging, HeLa cells, immunofluorescence, high-content; nuclear translocation activity, % at 5 µM; actives 0.3% (n = 190,000);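 active means nuclear translocation activity above 50% at 5 µM, with a well cell count of 50 or more; inconclusive means wells under 50 cells across six images, flagged as toxic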;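 further: per-cell ratio of nuclear to cytoplasmic median beta-catenin stain intensity; plate controls were DMSO negative control for no effect and GSK-3 inhibitor IX positive control for full effect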
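Test system: human HeLa cell line; Doses: 5 µM primary, 0.02–20 µM confirmation; Incubation: 24 h compound exposure, 37°C; Detection: beta-catenin immunofluorescence imaging with DAPI; Read-out: beta-catenin nuclear/cytoplasmic ratio, % activation.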
Large T inhibition – SV40 large T antigen inhibitors, biochemical (AID 1903). SV40 large T antigen ATPase/helicase inhibition assay; higher % means a stronger effect. actives 0.39% (n = 310,000). inhibition, % at 20 µM, or IC50 in µM where a hit was titrated; in the data active means a potency from the dose series; inconclusive means inhibition mostly from about 32% at the one dose, without a potency; inactive means the rest, 99 in 100 with inhibition below about 32%; further: strong numbers were not always called active
WT yeast gro inh mutant strain – also measured in WT yeast gro inh; calls as there; inhibition, %; mitochondrial fusion phenotypic screen, mutant strain inhibition
b-catenin transl cell count 5 µM – further read-out of b-catenin transl, marked with its call; cell count; measured here: cell count, cytotoxicity flag
T cell HTS vesicle-bound % – second read-out of T cell HTS, no call of its own (marks repeat the call); double positive events, %; measured here: CD8+ vesicle-bound cell fraction;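 binding gate set so that unloaded-vesicle control wells show 10% double positive cells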
Myeloid diff MLP GFP+ MAC1+ % – further read-out of Myeloid diff MLP, marked with its call; GFP+ MAC1+ double positive, %; measured here: differentiation confirmed by MAC1 staining
* marks the source's active call; other numbers are inactive results; i = inactive; u = inconclusive; x = not tested or not shown.

SMILES | WT yeast gro inh | WT yeast gro inh mutant strain | Myeloid diff MLP | Myeloid diff MLP GFP+ MAC1+ % | RSV CPE inhibition | Salmonella PhoP GFP | Rac1 GTP hydrolysis | T cell HTS | T cell HTS vesicle-bound % | West Nile virus CPE | b-catenin transl | b-catenin transl cell count 5 µM | Large T inhibition
COc1ccc(C=O)cc1Cn1c(=O)n(CCC(=O)NCc2ccco2)c(=O)c2sccc21 | -16 | -3 | i | 0.9 | 2.2% | -3% | 8% | i | 41 | -0.5% | 1.7 | 903 | 9%
O=C(Nc1ccc(Br)cn1)C1CCN(S(=O)(=O)c2cccs2)CC1 | x | x | i | 0.7 | -0.2% | -11% | 10% | i | 31 | -0.6% | -0.8 | 1348 | 8%
COCCN(C(=O)CCC(=O)Nc1ccccn1)C(C(=O)NCCC(C)C)c1ccc(OC)cc1 (centres undefined) | 0 | 13 | i | 1.0 | 1.0% | 3% | 6% | i | 42 | -0.2% | -3.4 | 993 | 9%
CCOC(=O)c1c(C(=O)OCC)c(C)n(CCc2ccc(OC)c(OC)c2)c1C | 10 | -10 | i | 0.5 | 2.8% | 13% | 14% | i | 47 | -1.4% | -0.2 | 595 | -6%
Nc1ccn(CC(=O)NCCc2ccccn2)c(=O)n1 | x | x | i | 0.9 | 0.5% | x | 2% | i | 48 | x | x | x | x
CC1CCN(C(=O)C2CCCN(S(=O)(=O)c3ccc4c(c3)CC(C)N4C(=O)C3CC3)C2)CC1 (centres undefined) | x | x | i | 5.8 | 2.3% | x | 8% | i | 10 | -1.2% | x | x | x
O=C(OCn1nnc2ccccc2c1=O)C1=COCCO1 | 5 | -67 | i | 1.1 | 0.2% | 1% | -16% | i | 46 | -0.3% | -2.6 | 1034 | 3%
Cc1nn(C(C)C(=O)Nc2ccccc2Cl)c(=O)c2nn(-c3ccccc3)c(C)c12 (centres undefined) | x | x | i | 1.1 | x | -1% | 6% | i | 26 | -0.7% | x | x | 24%
O=C(c1ccccc1)N1CCN(c2ncnc3c(-c4ccccc4)nsc23)CC1 | -7 | -22 | i | 0.4 | 6.3% | 1% | 3% | i | 40 | -1.4% | -0.8 | 1559 | 2%
Cc1ccc(S(=O)(=O)CCC(=O)OCC(=O)NCc2ccc(Cl)cc2)cc1 | 10 | 1 | i | 0.3 | 1.4% | 0% | -1% | i | 45 | 0.2% | -3.4 | 1044 | 10%

Next section; the last 2 above are carried over.
SMILES | WT yeast gro inh | WT yeast gro inh mutant strain | Myeloid diff MLP | Myeloid diff MLP GFP+ MAC1+ % | RSV CPE inhibition | Salmonella PhoP GFP | Rac1 GTP hydrolysis | T cell HTS | T cell HTS vesicle-bound % | West Nile virus CPE | b-catenin transl | b-catenin transl cell count 5 µM | Large T inhibition
O=C(c1ccccc1)N1CCN(c2ncnc3c(-c4ccccc4)nsc23)CC1 | -7 | -22 | i | 0.4 | 6.3% | 1% | 3% | i | 40 | -1.4% | -0.8 | 1559 | 2%
Cc1ccc(S(=O)(=O)CCC(=O)OCC(=O)NCc2ccc(Cl)cc2)cc1 | 10 | 1 | i | 0.3 | 1.4% | 0% | -1% | i | 45 | 0.2% | -3.4 | 1044 | 10%
COc1ccccc1CCC(=O)Nc1cc(S(=O)(=O)N2CCCCC2)ccc1N1CCN(C)CC1 | x | x | i | 0.5 | -1.9% | 0% | 2% | i | 51 | x | x | x | 23%
CC(C)n1ncc2c(C(=O)NCc3ccccc3CN(C)C)cc(C3CC3)nc21 | x | x | i | 0.7 | -1.5% | x | 2% | i | 41 | x | x | x | x
CCS(=O)(=O)N1CCN(c2cc3c(cc2[N+](=O)[O-])n(C)c(=O)n3C)CC1 | 20 | 11 | i | 0.6 | 0.0% | -9% | 3% | i | 49 | -0.8% | -0.1 | 1080 | 5%
O=c1c2cccc(Cl)c2nc2n1Cc1ccccc1-2 | x | x | i | 0.9 | 0.9% | -5% | 8% | i | 54 | -0.8% | -0.4 | 1300 | 19%
CC(=O)N1CCN(CC(=O)Nc2ccccc2Sc2ccc(Cl)cc2)CC1 | -11 | -17 | i | 0.7 | 10% | 4% | -3% | i | 40 | -1.8% | 3.3 | 1041 | 6%
CCOC(=O)N/N=C(\CCC(=O)O)c1cccs1 | x | x | i | 0.2 | -0.7% | -5% | 1% | i | 39 | 0.6% | -0.5 | 1282 | 7%
Cc1ccc(S(=O)(=O)N(C)c2ccc(OCc3cccc(C)c3)cc2)cc1 | x | x | i | 1.5 | 0.2% | 2% | 9% | i | 47 | -1.1% | x | x | 1%
CC(C)(CNC(=O)c1ccccc1NS(C)(=O)=O)N1CCCCC1 | x | x | i | 0.6 | 1.0% | 1% | 3% | i | 52 | 1.2% | x | x | 23%
O=C1c2cccnc2C(Nc2ccccc2)N1Cc1ccco1 (centres undefined) | -18 | -15 | i | 4.5 | 15µM* | -10% | -1% | i | 52 | -0.3% | x | x | 27%
COc1ccccc1N(C)S(=O)(=O)c1ccc(Cl)c(C(=O)NNC(=O)c2ccccc2O)c1 | x | x | i | 0.9 | 2.6% | -2% | 8% | i | 56 | 0.9% | x | x | 12%
Cc1nnc(N(Cc2ccccc2)C(=O)c2cnccn2)s1 | -18 | -11 | i | 0.0 | 0.5% | -4% | 2% | i | 53 | -0.2% | -7.1 | 974 | 6%
COC(=O)/C=C/c1cnc[nH]1 | x | x | i | 1.9 | -1.8% | -11% | 7% | i | 33 | 0.3% | x | x | 1%
CNc1nc(C)c(C#N)c(-c2ccccc2)c1C(C)=O | 17 | 17 | i | 0.2 | 1.9% | 0% | 2% | i | 30 | 0.0% | 0.1 | 1081 | 1%
Cc1[nH]c2ccc(-c3nnc(SCC(=O)c4ccc(F)cc4)o3)cc2c1C | -7 | -11 | i | 0.8 | -1.6% | -1% | 6% | i | 19 | -0.4% | 2.4 | 1395 | 7%
CCCC(=O)Nc1ccccc1NC(=O)CN(C)S(=O)(=O)c1ccc(C)cc1 | -10 | 0 | i | 0.9 | 1.5% | 7% | 8% | i | 18 | -0.4% | 0.2 | 1093 | 8%
CC(C)=NN/C(N)=N/C(=S)Nc1ccc(C)cc1 | 26 | 22 | i | 0.3 | 0.5% | 2% | 29% | i | 0 | -0.1% | -5.9 | 569 | 17%
CCOC(=O)c1ccc(NS(=O)(=O)CC)cc1 | -6 | -27 | i | 1.2 | 0.0% | 8% | 11% | i | 48 | 0.1% | -3.7 | 1128 | 2%
Brc1ccc(-c2nnc(Cc3ccccc3)o2)cc1 | x | x | i | 0.1 | 2.0% | -3% | x | i | 39 | -0.1% | 2.4 | 1448 | 0%
O=C(c1ccc(-n2cncn2)c([N+](=O)[O-])c1)N1CCN(c2cccc(Cl)c2)CC1 | x | x | i | 0.0 | 12% | -5% | 5% | i | 55 | -0.5% | x | x | 8%
c1ccc(CN2CCN(C3=Nc4cccc5cccc3c45)CC2)cc1 | 2 | 7 | i | 0.5 | x | 22% | 12% | x | x | x | 2.5 | 1006 | -3%
O=c1[nH]c(/C=C/c2cccc([N+](=O)[O-])c2)c([N+](=O)[O-])c(=O)[nH]1 | x | x | i | 0.8 | 0.8% | -6% | 9% | i | 46 | 0.8% | x | x | 7%
CCOC(=O)N1CCN(C(=O)c2ccc(NS(=O)(=O)c3ccc4[nH]c(=O)[nH]c4c3)cc2)CC1 | x | x | i | 0.5 | -0.3% | -8% | 2% | i | 27 | x | x | x | 14%
O=C(CN1C(=O)/C(=C/c2ccccc2F)Sc2ccccc21)NCC1CCCO1 (centres undefined) | x | x | i | 0.7 | 0.4% | -3% | 11% | i | 45 | -0.3% | x | x | 9%
Cc1ccc(S(=O)(=O)Nc2ccc(N=Nc3ccc(O)cc3)cc2)cc1 | 71* | 15* | i | 0.5 | u | 9% | 22% | i | 48 | 0.3% | -0.1 | 908 | 0%
Cc1[nH]c2ccccc2c1C(=O)CN1C(=O)C(=O)N(Cc2ccco2)C1=O | -25 | 11 | i | 0.7 | 0.6% | -6% | 8% | i | 49 | -0.2% | -2.4 | 1128 | 10%
O=C(CCNC(=O)c1ccccc1Cl)NNC(=O)c1ccccc1O | x | x | i | 0.7 | 0.3% | 5% | 2% | i | 42 | x | x | x | -3%
CCCCC(CC)C(=O)Nc1ccccc1C(=O)NC(C)C (centres undefined) | -9 | 6 | i | 8.1 | 13% | -2% | -4% | i | 38 | 0.5% | 0.1 | 1080 | 13%
C=CCN(c1ccccc1)S(=O)(=O)c1cccc(C(=O)Nc2ncccc2C)c1 | x | x | x | x | -1.3% | -9% | 10% | i | 55 | x | x | x | 6%
CCN(CC)c1ccc(N=CN2CCOCC2)cc1 | x | x | i | 0.4 | 3.5% | 5% | 31% | i | 35 | -0.2% | x | x | 37%
CCOC(=O)c1c(NC(=O)c2ccc(Cl)cc2)csc1C | 3 | 2 | i | 0.3 | 1.0% | -8% | 0% | i | 46 | -0.7% | -1.2 | 1114 | 4%
COC(=O)c1ccc(NC(=O)C2CCCN2C(=O)OCc2ccccc2)cc1 (centres undefined) | x | x | i | 4.3 | 0.0% | 7% | 8% | i | 50 | 0.0% | x | x | 8%
C=C(C)CSc1nc2ccccc2c(=O)n1-c1c(C)n(C)n(-c2ccccc2)c1=O | 0 | -2 | i | 1.0 | -0.3% | 5% | -2% | i | 32 | x | 2.5 | 949 | 10%
CC(C)NC(=O)COc1ccc(S(=O)(=O)N2CCCC2)cc1 | x | x | i | 0.6 | 1.2% | -3% | 6% | i | 56 | 0.4% | x | x | 20%
O=C(NCc1ccc(Cl)c(Cl)c1)C1CCCC1 | x | x | i | 0.6 | 2.3% | x | x | i | 27 | x | x | x | 8%
Cc1n[nH]c(C)c1CCN(C)Cc1cn(C)nc1-c1ccc2c(c1)OCCO2 | -11 | -17 | i | 0.4 | 1.2% | x | 5% | i | 16 | -0.6% | 0.6 | 930 | x
CCN(CC)C(=O)c1cc(S(=O)(=O)N2CCCCC2)c[nH]1 | x | x | i | 3.8 | 1.1% | x | -5% | i | 2 | -1.2% | x | x | x
